Diaph inh CS – inhibits diaphorase or chemically oxidizes, flagging diaphorase assay artifacts; diaphorase resazurin-to-resorufin fluorescence, NADH, 16 min; bacterial (C. kluyveri) enzyme, not human; inhibition, % at 20 µM; actives 0.69% (n = 190,000); AID 1217;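 active = primary screen inhibition at 20 µM above a set limit, cut at about 50% in these data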;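 note: plate controls were DMSO with full reaction for no effect and wells lacking NADH for full effect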
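Test system: bacterial diaphorase enzyme (C. kluyveri); Quantity: 0.14 U/mL diaphorase, enzyme working solution; Times: reaction incubation of 16 min at room temperature; Measured by: fluorescence of resorufin formed from resazurin, Ex 544/Em 590 nm; Benchmarks: positive control minus NADH, DMSO neutral control.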
STAT3 activator – activators of IL-6 induced STAT3 signaling. U3A cells, IL-6 STAT3-luciferase reporter, luminescence; 100% = signal with IL-6 EC80 alone. activation (% of control), % at 5.6 µM. actives 0.91% (n = 190,000). AID 871;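 active = activation above the screen-wide mean of compound activation plus 3 SD, cut at about 130% in these data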;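 note: 0% = background luminescence of wells with medium and substrate only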
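Material: STAT3-luciferase reporter U3A cells. Controls: IL-6-treated wells, 100% activation. Read-out: % activation versus median of IL-6-stimulated wells. Probe or stimulus: IL-6 stimulus at 33 ng/mL final. Timing: compound 1 h, then IL-6 6 h at 37 °C. Signal: reporter luminescence signal.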
Diaphorase act – counter-screen for diaphorase-based assays: diaphorase activators and chemical reducers; Diaphorase/resazurin coupled assay, resorufin fluorescence, 16 min; stronger effect = higher value; 1 = vehicle wells, 0 = NADH-free wells; activation factor at 20 µM; actives 0.005% (n = 190,000);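 active = diaphorase activity raised at least twofold by the compound at 20 µM; inactive = activation factor below 2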
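Measured by – red resorufin fluorescence at 544/590 nm excitation/emission · Test system – Clostridium kluyveri diaphorase, purified enzyme · Incubation – reaction time 16 min, room temperature · Buffer or medium – 50 mM HEPES pH 7.4 with 4.542 mM MgCl2, 0.005% Tween 20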
STAT1 blocker – inhibitors of IFN-gamma induced STAT1 signaling; NIH 3T3 STAT1-luciferase reporter, luminescence; inhibition, % at 5.5 µM; actives 0.35% (n = 200,000); AID 920;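 active = inhibition above a set limit, the mean inhibition across all tested compounds plus 3 SD, cut at about 34% in these data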;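 note: 0% = IFN-gamma with DMSO and 100% = IFN-gamma with 300 µM nifuroxazide; values of inactives mirror those of a sister screen read the other way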
STAT3 blocker – reduces IL-6 driven STAT3 reporter signal | U3A cells, IL-6 STAT3-luciferase reporter, luminescence; host cell line lacks STAT1 | inhibition, % at 5.5 µM | actives 0.89% (n = 190,000) | AID 862;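 active = inhibition above the mean inhibition across all screened compounds plus 3 SD, cut at about 44% in these data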;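 note: 0% = DMSO only wells and 100% = 100 µM nifuroxazide control wells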
STAT1 activator – STAT1 signaling activation; NIH 3T3 STAT1-luciferase reporter, IFN-gamma, luminescence; 100% = IFN-gamma alone, no compound; activation (% of control), % at 5.5 µM; AID 932; actives 2.6% (n = 200,000);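 active = activation above the screen-wide mean activation plus 3 SD, cut at about 130% in these data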;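 note: raw ratio to IFN-gamma control signal so 100% means no change and 0% no light; values of inactives mirror those of a sister screen read the other way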
APP transl inh – APP translation inhibition | actives 0.82% (n = 190,000) | inhibition, % at 2 µM | SH-SY5Y APP 5'UTR-luciferase reporter, luminescence | AID 1285;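 active = inhibition above a set limit, derived from the sample mean plus 3 SD, cut at about 45% in these data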; note: values of inactives mirror those of a sister screen read the other way
Hsp70 activator – transcriptional activators of Hsp70; HeLa Hsp70 promoter luciferase reporter, luminescence; scaled: vehicle 0, proteasome-inhibitor control 100%; activation, % at 10 µM; actives 0.04% (n = 200,000); AID 1203;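 active = activation above the mean across all tested compounds plus 3 SD, cutoff set per campaign, cut at about 5.5% in these data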;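 note: 100% = MG132 at 30 µM as the positive control and 0% = DMSO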
TLR4-MyD88 BLA – TLR4-MyD88 interaction inhibition in cells. actives 0.18% (n = 200,000). HeLa CL3-4 TLR4/MyD88 BLA complementation, FRET ratio. inhibition, % at 8.4 µM; in the data active = inhibition above about 25%;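 note: 0% = vehicle and 100% = reference inhibitor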
G6PDH counter – counter-screen for G6PDH assay hits: L. mesenteroides G6PDH inhibition | actives 0.12% (n = 200,000) | Purified L. mesenteroides G6PDH, diaphorase/resazurin coupled fluorescence, 45 min | inhibition, % at 5 µM; in the data active = inhibition above about 50%
Starred values were filed as active, the others as inactive; . = not tested or not shown.

SMILES	Diaph inh CS	STAT3 activator	Diaphorase act	STAT1 blocker	STAT3 blocker	STAT1 activator	APP transl inh	Hsp70 activator	TLR4-MyD88 BLA	G6PDH counter
O=C(CCc1nc(-c2ccc(Cl)cc2)no1)NCC1CCCO1 (configuration not stated)	10	108	0.9	-5	-8	102	-16	-0.3	-2	6
O=C(CSc1ncnc2c1oc1ccccc12)Nc1nc2ccccc2s1	21	100	0.8	-8	9	108	-9	-0.2	6	-59
CSc1nc2ccc(NS(=O)(=O)c3ccc4c(c3)OCCO4)cc2s1	24	100	0.8	13	6	88	-18	-0.1	0	6
Cc1cccc(N2CCN(C(=O)Cc3ccc(-n4c(=O)[nH]c5ccsc5c4=O)cc3)CC2)c1C	10	79	0.9	-3	27	103	-14	-0.3	1	-14
Cc1ccc(NCCC#N)cc1C	7	96	0.9	-3	4	102	-16	0.1	1	4
Cc1oc(-c2ccccc2)cc1C(=O)Nc1cccc2ccccc12	1	89	1	-3	16	103	3	0.1	5	5
O=C(/C=C1\NC2(CCCC2)Cc2ccccc21)C(=O)N/N=C/c1ccc(O)c(O)c1	74*	106	0.3	1	-10	99	31	-0.2	-2	0
CSC1=N/C(=C\c2c(F)cccc2Cl)C(=O)S1	2	78	1	5	29	95	-7	-0.3	6	21
O=C(Nc1ccc2nc(-c3ccco3)c(-c3ccco3)nc2c1)N1CCN(c2ccccn2)CC1	70*	106	0.3	3	2	98	15	-0.1	-21	24
COc1ccc(NC(=O)CSc2nnc(CNc3ccc(C)cc3)n2C)cc1	1	101	1	-11	5	110	-7	-0.1	-1	2

The listing continues:
SMILES	Diaph inh CS	STAT3 activator	Diaphorase act	STAT1 blocker	STAT3 blocker	STAT1 activator	APP transl inh	Hsp70 activator	TLR4-MyD88 BLA	G6PDH counter
Cc1[nH]c2ccccc2c1/C=C/c1cc[n+](C)cc1	-4	93	1	-2	11	102	-10	0.0	11	10
COc1ccc(CNC(=O)CSc2nc3c(c(=O)n(C)c(=O)n3C)n2C)cc1	.	96	.	5	8	95	-4	-0.5	-13	.
COc1cc(NS(=O)(=O)c2ccc(F)cc2)c(C(=O)O)cc1OC	6	101	0.9	-5	3	104	-16	-0.1	8	5
O=C(NN1C(=O)C2C3C=CC(O3)C2C1=O)c1cccc(Br)c1 (configuration not stated)	7	100	0.9	-4	5	102	2	0.1	-12	8
COc1ccc(OCC(=O)NNC(=O)c2cccs2)cc1	4	97	1	-1	10	101	4	-0.3	-6	8
Cc1ccc(N2C(N)=NC(N)=NC23CCCC3)c(C)c1	14	108	0.9	-3	-6	103	4	-0.2	-5	-2
O=C1NC2(Nc3ccccc31)C(=O)Nc1ccc(Br)cc12 (configuration not stated)	5	102	0.9	0	0	100	-16	0.0	-7	9
Cc1sc2ncnc(N/N=C/c3ccccc3O)c2c1C	33	96	0.7	-9	2	108	77*	-0.3	11	9
Cc1cc(C2=NNC(=NCCc3ccccc3)SC2)c(C)n1CC1CCCO1 (configuration not stated)	-17	115	1.2	-4	-17	104	-40	0.4	-2	2
O=C(Nc1cccnc1)Nc1ccccc1Cl	-3	90	1	-3	17	103	0	0.2	-17	15

Next records:
SMILES	Diaph inh CS	STAT3 activator	Diaphorase act	STAT1 blocker	STAT3 blocker	STAT1 activator	APP transl inh	Hsp70 activator	TLR4-MyD88 BLA	G6PDH counter
CCc1cc(C)cc(OCCNC(=O)c2cncc(Br)c2)c1	9	90	0.9	3	12	97	-9	-0.3	-10	0
Cc1cccc(NC(=O)CN2C(=O)S/C(=C\c3ccc(-c4cccc(C(=O)O)c4C)o3)C2=O)c1	22	109	0.8	-6	-5	102	-7	0.1	-1	3
CCOC(=O)C1CCCN(C(=O)CNS(=O)(=O)c2ccc(Br)s2)C1 (configuration not stated)	13	98	0.9	2	2	98	-6	-0.1	5	5
O=C(CNC(=O)c1ccc2c(c1)OCCO2)N/N=C/c1cccc(Br)c1	9	90	0.9	-8	13	106	-14	0.0	-4	1
CCOC(=O)/C(C#N)=C/c1ccc(N2CCN(C)CC2)cc1	1	99	1	-4	-3	104	22	-0.4	-4	-6
Nc1nc(C2CC2)c(Sc2sc(N)nc2C2CC2)s1	26	110	0.7	9	-8	92	-5	-0.2	-2	9
CSc1nnc(CNC(=O)C23CC4CC(CC(C4)C2)C3)n1Cc1ccccc1	2	102	1	2	-8	98	-15	-0.4	-1	-5
O=C(CN(c1ccc(F)cc1)S(=O)(=O)c1ccc2c(c1)OCCO2)Nc1ccc2c(c1)OCO2	27	107	0.7	4	-4	96	17	-0.1	-9	-12
O=C(OCCCc1ccncc1)c1ccc(S(=O)(=O)N2CCOCC2)cc1	15	94	0.8	0	12	100	-6	-0.1	-3	2
O=C(CN1CCN(CCC(=O)Nc2ccccc2F)CC1)Nc1ccc(Cl)cc1	-4	105	1	1	-2	99	-12	0.1	-5	13

Additional entries:
SMILES	Diaph inh CS	STAT3 activator	Diaphorase act	STAT1 blocker	STAT3 blocker	STAT1 activator	APP transl inh	Hsp70 activator	TLR4-MyD88 BLA	G6PDH counter
CC1(C)CC(=O)C2=C(C1)Nc1[nH]n(-c3ccccc3)c(=O)c1C2c1ccc2c(c1)OCO2 (configuration not stated)	11	102	0.9	0	1	100	0	-0.3	-6	4
O=c1c2ccccc2ncn1-c1ccc(Cl)c(Cl)c1	-8	104	1.1	-13	-4	111	-2	0.1	-2	8
Cc1ccc2nc(-c3ccc(NC(=O)Cc4cccs4)cc3)[nH]c2c1	0	87	1	-50	21	145*	-109	0.1	-15	-3
COC(=O)c1cc(Cl)c(N)cc1OC	3	102	1	-1	4	102	4	-0.2	12	2
CC1CCCCC1NC(=O)CN1C(=O)CSc2cc(S(=O)(=O)N3CCCCCC3)ccc21 (configuration not stated)	9	106	0.9	3	2	97	16	-0.2	1	9
Cc1sc2cc(-c3cccc([N+](=O)[O-])c3)c(-c3cccc([N+](=O)[O-])c3)c[n+]2c1C	29	96	0.7	-2	6	102	14	-0.5	-18	7
CCOC(=O)c1ccccc1NC(=O)c1cccc2c1C(=O)N(C1CCN(C(=O)OCC)CC1)C2	18	95	0.8	-1	15	101	3	-0.2	-8	7
Cc1ccc(S(=O)(=O)N(C)C)cc1NC(=S)NC(C)CCCC(C)C (configuration not stated)	18	106	0.8	3	-6	97	-4	-0.1	1	3
Cc1cc(C)n(-c2nc3c(c(=O)[nH]c(=O)n3C)n2CC(O)COc2ccccc2)n1 (configuration not stated)	8	103	0.9	-7	-3	107	5	0.0	-5	2
CSc1nc2[nH]c3c(c2c2nnnn12)CCCC3	15	81	0.9	4	28	97	-12	-0.3	4	0

(listing goes on)
SMILES	Diaph inh CS	STAT3 activator	Diaphorase act	STAT1 blocker	STAT3 blocker	STAT1 activator	APP transl inh	Hsp70 activator	TLR4-MyD88 BLA	G6PDH counter
CN(C1CCCCC1)S(=O)(=O)c1ccc(Cl)c(C(=O)O)c1	16	102	0.8	-7	4	105	-5	-0.2	-3	0
COc1cc(NC(=O)CCCSc2nc(-c3ccco3)cc(C(F)(F)F)n2)cc(OC)c1OC	19	97	0.8	7	6	100	-5	-0.4	-5	10
CCn1c(COc2ccc3c(c2)OCO3)nnc1SCC(=O)O	-16	98	1.2	2	6	94	-4	-0.3	5	9
N=C1C(c2ccccc2)=C(O)CN1c1ccccc1N1CCOCC1	14	101	0.9	-1	5	100	1	-0.3	-2	-5
COc1cc(-c2nnn(CC(=O)NC3CCS(=O)(=O)C3)n2)ccc1OCc1ccccc1 (configuration not stated)	11	101	0.9	-12	1	111	-18	0.2	-12	3
C[C@@H]1CN(C2CCN(Cc3nc(CC4CC4)no3)CC2)C[C@H](C)O1	.	97	.	13	5	87	-20	-0.1	-4	3
COc1cccc(N(C(=O)c2cccs2)c2nc3ccccc3s2)c1	11	100	0.9	-2	4	102	-56	-0.1	13	-2
COc1ccc(N2CCN(C(C)C(=O)N3CC(C)OC(C)C3)CC2)cc1 (configuration not stated)	15	107	0.8	2	-2	96	-2	-0.2	-5	3
COC(=O)Nc1ccc(S(=O)(=O)N2CCCC(C(=O)NC3CCCCC3)C2)cc1 (configuration not stated)	13	88	0.9	4	22	94	-15	-0.1	-9	6
Cc1ccc2c(CC(=O)NC3CCCc4ccccc43)coc2c1 (configuration not stated)	16	108	0.8	0	-6	100	-4	-0.1	-9	-5
CCOc1ccccc1CN1CCN(CCCn2cccn2)CC1CCO (configuration not stated)	.	101	.	5	5	96	8	-0.4	14	11
COc1ccc(NC(=O)C(c2ccc(OC)cc2)N(C)C(=O)CNC(C)=O)cc1 (configuration not stated)	-1	105	1	9	0	92	-3	0.0	3	3
Nc1cc2nsnc2cc1Br	41	85	0.6	11	24	90	-10	-0.1	1	58*

Three neighbouring entries from above, for reference:
SMILES	Diaph inh CS	STAT3 activator	Diaphorase act	STAT1 blocker	STAT3 blocker	STAT1 activator	APP transl inh	Hsp70 activator	TLR4-MyD88 BLA	G6PDH counter
CN(C1CCCCC1)S(=O)(=O)c1ccc(Cl)c(C(=O)O)c1	16	102	0.8	-7	4	105	-5	-0.2	-3	0
COc1cc(NC(=O)CCCSc2nc(-c3ccco3)cc(C(F)(F)F)n2)cc(OC)c1OC	19	97	0.8	7	6	100	-5	-0.4	-5	10
CCn1c(COc2ccc3c(c2)OCO3)nnc1SCC(=O)O	-16	98	1.2	2	6	94	-4	-0.3	5	9

Bioassay records deposited in PubChem by several laboratories.
